Source: PubChem
ULK1 primary: inhibitors of human ULK1 kinase | AlphaScreen Atg13 phosphorylation by ULK1, luminescence | inhibition, % at 5.96 µM | 30,000 tested, 1.9% active | AID 1259251; in the data active means inhibition above about 43%;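 further: 0% = median of compound wells and 100% = no enzyme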
ASK1 inh: inhibitors of human ASK1 kinase; Q99683; AlphaScreen MKK6 phosphorylation by ASK1, luminescence; inhibition, % at 7.44 µM; 22,000 tested, 0.99% active; in the data active means inhibition above about 35%;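 further: 0% = median of compound wells and 100% = no enzyme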
Target sequence (Q99683 whole entry, looked up): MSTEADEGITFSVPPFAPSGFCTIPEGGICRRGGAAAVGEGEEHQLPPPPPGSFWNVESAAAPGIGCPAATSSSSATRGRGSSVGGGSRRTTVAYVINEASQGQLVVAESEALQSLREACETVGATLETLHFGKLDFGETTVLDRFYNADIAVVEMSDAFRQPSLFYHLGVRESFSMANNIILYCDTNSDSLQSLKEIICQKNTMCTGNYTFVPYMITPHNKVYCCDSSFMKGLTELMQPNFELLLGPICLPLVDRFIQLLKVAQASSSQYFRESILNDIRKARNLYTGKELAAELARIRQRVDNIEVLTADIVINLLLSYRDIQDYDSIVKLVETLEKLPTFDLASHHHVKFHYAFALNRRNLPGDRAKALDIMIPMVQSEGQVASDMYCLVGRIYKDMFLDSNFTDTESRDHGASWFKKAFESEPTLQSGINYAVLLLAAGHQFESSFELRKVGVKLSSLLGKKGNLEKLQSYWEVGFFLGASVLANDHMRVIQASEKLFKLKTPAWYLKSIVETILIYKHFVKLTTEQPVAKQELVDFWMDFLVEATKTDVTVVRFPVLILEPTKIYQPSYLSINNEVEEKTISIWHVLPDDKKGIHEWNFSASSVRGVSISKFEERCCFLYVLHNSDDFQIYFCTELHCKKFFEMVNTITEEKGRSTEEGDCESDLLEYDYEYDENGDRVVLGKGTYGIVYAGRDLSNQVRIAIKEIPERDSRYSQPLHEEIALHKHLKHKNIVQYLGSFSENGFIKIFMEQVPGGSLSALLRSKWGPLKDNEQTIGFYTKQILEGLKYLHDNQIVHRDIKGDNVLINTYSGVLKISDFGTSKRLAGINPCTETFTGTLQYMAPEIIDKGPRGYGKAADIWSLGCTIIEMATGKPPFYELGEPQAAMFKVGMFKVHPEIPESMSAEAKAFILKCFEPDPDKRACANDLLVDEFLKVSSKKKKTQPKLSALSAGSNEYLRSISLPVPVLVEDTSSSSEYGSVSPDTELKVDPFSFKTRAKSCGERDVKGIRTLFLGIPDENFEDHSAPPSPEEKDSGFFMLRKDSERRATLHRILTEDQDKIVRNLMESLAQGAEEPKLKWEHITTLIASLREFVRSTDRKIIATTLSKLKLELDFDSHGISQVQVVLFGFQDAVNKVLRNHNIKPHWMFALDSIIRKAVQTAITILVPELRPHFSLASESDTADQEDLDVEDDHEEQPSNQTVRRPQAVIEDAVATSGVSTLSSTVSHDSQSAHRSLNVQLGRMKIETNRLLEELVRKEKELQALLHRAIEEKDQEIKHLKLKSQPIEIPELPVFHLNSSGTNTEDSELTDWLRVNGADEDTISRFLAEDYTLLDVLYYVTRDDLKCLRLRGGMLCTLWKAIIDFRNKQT
An asterisk follows results filed as active; x = no result given; & = joins results of further samples.

ULK1 primary	ASK1 inh	canonical_smiles
-4	x	C=CCNc1cc(-c2ccc(F)cc2)nc(C)n1
-9	-9	CCN(CC)C(=O)C1CCCN(c2nc(NCc3cccc(C(F)(F)F)c3)c3[nH]cnc3n2)C1 (stereo unspecified)
-8	8	O=C(NC1CC1)c1cccc(Nc2ccc3ncccc3c2)n1
10	-6	CCOc1cc(-c2cn[nH]c2)ccc1NC(=O)C1COc2ccccc2O1 (stereo unspecified)
8	x	Cn1c(N2CCCCCC2)nc2c1c(=O)n(Cc1ccccc1)c(=O)n2C
5	3	CC(=O)c1cccc(-c2cc(Nc3ccccc3)ncn2)c1
3	-1	Cc1nn(C)c(C)c1-c1nc2ccc(C(=O)NCCCN3CCCC3=O)cc2s1
0	-4	CCCNC(=O)c1csc(Oc2ccccc2)n1
-9	3	CC(C)(C)n1cc(NC(=O)C2CC(c3ccccc3N)=NO2)cn1 (stereo unspecified)
-7	31	Oc1ccc(CCNc2nc(N3CCN(c4ccccn4)CC3)nc3c2ncn3Cc2ccc(C(F)(F)F)cc2)cc1
-8	11	COc1cc(Nc2nc(N3CCN(Cc4ccc5c(c4)OCO5)CC3)nc3c2ncn3CCN2CCCC2=O)cc(OC)c1OC
14	x	CS(=O)(=O)Oc1ccc2c(NC(N)=O)c(C(=O)c3ccc(Cl)cc3Cl)oc2c1
-23	15	O=C(Nc1ccc2[nH]ncc2c1)c1cc(OC2CCCN(Cc3ccccc3)C2)ccn1 (stereo unspecified)
9	-11	Cc1cc(NCCCN2CCCC2=O)nc(NC2CCN(Cc3ccccc3)CC2)n1
-11	6	COc1ccc(CCNc2nc(-c3cccs3)nc3c2ncn3-c2ccccc2)cc1
-22	x	O=C(O)CCCCC1CCSS1 (stereo unspecified)
-5	3	CC(C)N(CCNC(=O)c1ccnc(Nc2ccc(N3CCOCC3)cc2)c1)C(C)C
1	x	Cc1cccc(NC(=O)COc2cccc3ccc(N4CCCC4)nc23)c1C
-11	x	Cc1n(N)c2ccccc2[n+]1CC(=O)c1ccc(Cl)cc1
-3	22	CCCNc1nc(Nc2ccc(N3CCOCC3)cc2)nc2c1ncn2-c1ccccc1
53*	-19	O=C(Nc1ccc(N2CCOCC2)cc1)c1csc(Nc2ncccn2)n1
15	-8	COc1cccc(CN(C)C(=O)Nc2ccc(-c3cn[nH]c3)cc2OCCN2CCCC2)c1
6	-19	CS(=O)(=O)Nc1ccc(-c2cnc3cccc(Nc4ccncc4)c3c2)cc1
-15	-25	COc1cccc(CNC(=O)c2n[nH]c3cc(-c4ccncc4)ccc23)c1
13	6	O=C(Nc1nc2ccc(-c3cn[nH]c3)cc2s1)c1ccccc1
-1	x	CCOC(=O)Nc1ccc2c(c1)N(C(=O)CN(C)C)c1ccccc1CC2
-10	14	CCCN1Cc2sccc2/C(=C\CCO)[C@H]1c1cccc(Cl)c1
2	-13	CC(=O)c1cccc(-c2cccc(C(=O)NC3CC3)n2)c1
36	4	CCCNC(=O)c1ccnc(Nc2cccc(N(C)C)c2)c1
-16	-4	O=C(Cc1ccccc1)Nc1cnn(-c2cccc(C(=O)Nc3cccc(Cn4cccn4)c3)c2)c1
-4	-16	NS(=O)(=O)c1ccc(Nc2nccc(NC3CCN(C(=O)C4COc5ccccc5O4)CC3)n2)cc1 (stereo unspecified)
-7	x	CC(C)(C)NC(NC(=O)c1cc([N+](=O)[O-])cc([N+](=O)[O-])c1)C(Cl)(Cl)Cl (stereo unspecified)
0	-5	O=C(NCCOc1ccccc1)c1cccc(Nc2nccc3ccccc23)c1
-5	-9	COc1ccc(-c2ncc(C(=O)NCCOc3ccccc3)s2)cn1
-3	x	COC(CNc1cc(-c2ccccc2F)nc(-c2cccnc2)n1)OC
-1	x	C=C(C)Cn1c(-c2cccs2)n[nH]c1=S
-8	2	FC(F)(F)c1cccc(CNc2nc(N3CCN(c4ccccn4)CC3)nc3c2ncn3-c2ccccc2)c1
-19	19	COc1cc(Nc2nc(Nc3cc(OC)c(OC)c(OC)c3)c3ncn(Cc4ccc(C(F)(F)F)cc4)c3n2)cc(OC)c1OC
29	-10	Cn1ccc2cc(-c3cc(NCc4cccnc4)nc(N)n3)ccc21
2	x	N#C/C(=C\c1cccc(Br)c1)C(=O)Nc1ccc([N+](=O)[O-])cc1
-21	-21	O=C(c1cn(-c2ccc3[nH]ncc3c2)nn1)N1CCN(Cc2ccc(Cl)cc2)CC1
-8	x	CC(C)(C)c1ccc(C(=O)CCCN2CCC(OC(c3ccccc3)c3ccccc3)CC2)cc1
-17	x	OCC(O)COc1ccc(Cl)cc1 (stereo unspecified)
9	x	Cn1cc(C(=O)NC2CCCCC2)c2[nH]c(=O)n(-c3ccc(F)cc3)c(=O)c21
-56	2	OCCNc1nc(-c2ccccc2)nc2c1ncn2-c1ccccc1
20	4	CN(C)c1cccc(Nc2nc(NCc3ccccc3)c3ncn(Cc4ccc(C(F)(F)F)cc4)c3n2)c1
3	0	Nc1nc(NCCc2ccc(O)cc2)cc(NC2CCN(Cc3ccccc3)CC2)n1
0&-16	x	CC(C)(C)C(=O)NCCCC(=O)O
14	x	Cc1nc2ncccc2c(=O)n1-c1cccc(NC(=O)COc2ccccc2)c1
-11	x	OCC1COC(Cn2ccnc2)(c2ccc(Cl)cc2Cl)O1 (stereo unspecified)
6	5	O=C(NCCN1CCOCC1)c1cccc(NCc2cccnc2)n1
0	-10	Cc1cc(NCCN2CCOCC2)nc(Nc2ccccc2)n1
-4	-16	COc1cccc(CN(CCN(C)C)C(=O)c2c3ccc(-c4cn[nH]c4)cc3nn2CC2CC2)c1
4	1	O=C(Cc1cn(-c2ccc(Nc3cnccn3)nn2)c2ccccc12)NCCN1CCOCC1
5	-7	FC(F)(F)c1ccc(Nc2nc(NCCOc3ccccc3)c3[nH]cnc3n2)cc1
3	-18	O=C(NCc1ccccc1)c1ccc(-c2csc3ccccc23)s1

Next entries:
ULK1 primary	ASK1 inh	canonical_smiles
8	21	c1ccc(Oc2ccc(Nc3nc(N4CCOCC4)nc4c3ncn4C3CCCCC3)cc2)cc1
-1	-14	Cc1cnc(-c2c(C)nn(C)c2C)nc1NCc1ccccc1
2	x	COc1ccc(C2NC(=S)NC(C)=C2C(C)=O)cc1 (stereo unspecified)
4	5	c1cnc(Nc2nc(Nc3ccc(N4CCOCC4)cc3)c3[nH]cnc3n2)nc1
-3	x	CC(/C=N/NC(=O)c1ccccc1)=N\NC(=O)c1ccccc1
-11	-13	Cc1noc(C)c1-c1nc(NCCCN2CCCC2=O)c2ncn(CCN3CCCC3=O)c2n1
6	x	CCCC(=O)c1ccc(N2CCN(C(=O)CC)CC2)c(F)c1
-2	x	CC1(C)Cc2cccc(OCC(=O)Nc3ccc(F)cc3F)c2O1
5	x	COc1cccc(NC(=O)C2CCCCC2)c1
-27	-3	COc1ccc(CCNc2cc(NCCN3CCOCC3)ncn2)cc1
-3	-8	O=C1CCCN1CCCNc1ccnc(N2CCOCC2)n1
5	-12	CC(C)n1cnc2c(NCCN3CCOCC3)nc(NCCN3CCOCC3)nc21
-10	1	Cc1cc(NCc2ccccc2)nc(-c2csc3ccccc23)n1
-2	-4	O=C1CCCN1CCCNc1nc(NC2CCC(O)CC2)nc2c1ncn2Cc1ccc(C(F)(F)F)cc1 (stereo unspecified)
5	x	Cc1ccc(-c2cncc(-c3cc(N4CCN(c5ccccn5)CC4)nc(C)n3)c2)cc1
-14	1	CC(C)n1cnc2c(NCCOc3ccccc3)nc(Nc3ccc(C(F)(F)F)cc3)nc21
-5	x	CC[C@H](C)[C@H]1C(=O)Nc2cc(S(C)(=O)=O)ccc2N1C(=O)Cc1ccccc1Cl
-12	-2	Cc1noc(C)c1-c1nc(NCCOc2ccccc2)c2ncn(C(C)C)c2n1
-3	4	COc1ccc(-c2nc3ccc(C(=O)NCCOc4ccccc4)cc3s2)cc1
-27	18	COc1ccc(-c2nc(Nc3cc(OC)c(OC)c(OC)c3)c3ncn(-c4ccccc4)c3n2)cc1
21	-4	CC(C)n1c(-c2ccc(C(=O)NC3CC3)cc2)nc2c(NCc3cccnc3)ncnc21
-10	-9	Cn1nccc1Nc1cc(C(=O)NCCN2CCOCC2)c2ccccc2n1
5	-7	COc1cc(Nc2nc3ncnc(NCCN(C(C)C)C(C)C)c3[nH]2)cc(OC)c1OC
-19	-20	N[C@H](Cc1ccc(-c2cn[nH]c2)cc1)C(=O)NCc1ccccc1
6	x	CCOC(=O)c1cnc(-c2ccccc2)nc1Nc1ccccc1
-26	-7	Nc1cccc(-c2ncc(C(=O)NCc3cccc(C(F)(F)F)c3)s2)c1
-2	2	FC(F)(F)c1cccc(CNc2nc(Nc3cnccn3)nc3c2ncn3-c2ccsc2)c1
-21	-10	CCN(CC)c1nc(Nc2ccc3ncccc3c2)nc(NC2CC2)n1
-2	-6	Cc1nn(C)c(C)c1-c1cccc(C(=O)NCCOc2ccccc2)n1
-2	7	CCN(CC)c1nc(Nc2ccc(N3CCOCC3)cc2)nc(Nc2ccc3ncccc3c2)n1
5	-5	c1cncc(CNc2nc(Nc3cccnc3)nc3c2ncn3C2CCCCC2)c1
11	-10	CCCNC(=O)c1cccc(Nc2ccccn2)c1
33	-14	NS(=O)(=O)c1ccc(Nc2nccc(-c3ccc(NS(=O)(=O)Cc4ccccc4)cc3)n2)cc1
-4	x	CS(=O)(=O)N1CCN(C2CCCCCC2)CC1
-3	-8	CN1CCN(C(=O)c2ccc(-c3ncc(C(=O)NCCO)s3)cc2)CC1
8	-17	c1ccc(-n2cnc3c(NCc4nc5ccccc5[nH]4)nc(Nc4ccccn4)nc32)cc1
-11	13	COc1ccc2c(c1)CC(c1nc3ccc(-c4cnc(N)nc4)cc3o1)CO2 (stereo unspecified)
43*	7	Nc1cccc(-c2ccc(C(=O)NCCc3ccc(O)cc3)s2)c1
6	5	O=C(NCc1cccnc1)c1cncc(-c2cccs2)c1
-1&5	13&3	COc1ccc2c(c1)CC(c1nc3cc(-c4ccnc(N)n4)c(F)cc3[nH]1)CO2 (stereo unspecified)
-9	x	COC(CNc1cc(-c2ccccc2F)nc(-c2ccncc2)n1)OC
-12	0	c1ccc(CNc2nc(NCc3cccnc3)nc3c2ncn3-c2ccsc2)cc1
43	-9	O=C(Nc1ccc(N2CCOCC2)cc1)c1cnc(Nc2ccccn2)s1
5	3	Oc1ccc(CCNc2nc(Nc3ccncn3)nc3c2ncn3Cc2ccc(C(F)(F)F)cc2)cc1
-5	8	FC(F)(F)c1cccc(CNc2ncnc3nc(Nc4ccc(N5CCOCC5)cc4)[nH]c23)c1
-6	2	c1ccc(N(c2ccc(N3CCOCC3)cc2)c2cc(-c3ncn(-c4ccccc4)n3)ccn2)cc1
-19	x	Cc1cccc(C)c1NC(=O)CN1CCCC1
-16	-2	COc1ccc(-c2cc(NCCOc3ccccc3)ncn2)cc1

As a short view, part of the list above:
ULK1 primary	ASK1 inh	canonical_smiles
-21	-10	CCN(CC)c1nc(Nc2ccc3ncccc3c2)nc(NC2CC2)n1
-2	-6	Cc1nn(C)c(C)c1-c1cccc(C(=O)NCCOc2ccccc2)n1
-2	7	CCN(CC)c1nc(Nc2ccc(N3CCOCC3)cc2)nc(Nc2ccc3ncccc3c2)n1
5	-5	c1cncc(CNc2nc(Nc3cccnc3)nc3c2ncn3C2CCCCC2)c1
11	-10	CCCNC(=O)c1cccc(Nc2ccccn2)c1
33	-14	NS(=O)(=O)c1ccc(Nc2nccc(-c3ccc(NS(=O)(=O)Cc4ccccc4)cc3)n2)cc1
-4	x	CS(=O)(=O)N1CCN(C2CCCCCC2)CC1
-3	-8	CN1CCN(C(=O)c2ccc(-c3ncc(C(=O)NCCO)s3)cc2)CC1
8	-17	c1ccc(-n2cnc3c(NCc4nc5ccccc5[nH]4)nc(Nc4ccccn4)nc32)cc1
-11	13	COc1ccc2c(c1)CC(c1nc3ccc(-c4cnc(N)nc4)cc3o1)CO2 (stereo unspecified)
43*	7	Nc1cccc(-c2ccc(C(=O)NCCc3ccc(O)cc3)s2)c1
6	5	O=C(NCc1cccnc1)c1cncc(-c2cccs2)c1
-1&5	13&3	COc1ccc2c(c1)CC(c1nc3cc(-c4ccnc(N)n4)c(F)cc3[nH]1)CO2 (stereo unspecified)
-9	x	COC(CNc1cc(-c2ccccc2F)nc(-c2ccncc2)n1)OC
-12	0	c1ccc(CNc2nc(NCc3cccnc3)nc3c2ncn3-c2ccsc2)cc1
43	-9	O=C(Nc1ccc(N2CCOCC2)cc1)c1cnc(Nc2ccccn2)s1
5	3	Oc1ccc(CCNc2nc(Nc3ccncn3)nc3c2ncn3Cc2ccc(C(F)(F)F)cc2)cc1
-5	8	FC(F)(F)c1cccc(CNc2ncnc3nc(Nc4ccc(N5CCOCC5)cc4)[nH]c23)c1

(further entries)
ULK1 primary	ASK1 inh	canonical_smiles
9	x	CN1CCN(CC(=O)Nc2c3c(nc4ccccc24)N(C)CC3)CC1
4	0	N[C@H](Cc1ccccc1)C(=O)Nc1cc(-c2ccncc2)c[nH]c1=O
30	-5	O=C(Nc1ccc(N2CCOCC2)cc1)C1CCN(c2ccc(NCc3cccnc3)nn2)CC1
3	12	COc1cc(Nc2nc(NC3CC3)c3ncn(-c4ccccc4)c3n2)cc(OC)c1OC
2	-1	c1ccc(CNc2cc(Nc3ncccn3)ncn2)cc1
-3&-11	x	CN(C)CCN(Cc1ccccc1)c1nc2ccccc2o1
-1	x	OCc1cccnc1
0	-5	Cc1cnc(Nc2nccc3ccccc23)nc1NCCN(C(C)C)C(C)C
-5	14	Cc1cc(Nc2ccc3c(c2)OCO3)nc(NC2CCN(Cc3ccccc3)CC2)n1
7	10	COc1ccc(S(=O)(=O)NCc2nc(-c3ccncc3)n[nH]2)cc1
-5	x	COc1ccccc1N1C(=O)C2C3c4ccccc4C(C(C)O)(c4ccccc43)C2C1=O (stereo unspecified)
-3	-1	COc1ccc(CCNC(=O)c2ccc(-c3ccccc3)s2)cc1
1	x	COc1ccc(-c2nnc(SCC(=O)c3cccs3)o2)cc1
-6	14	NC(=O)c1cncc(-c2ccccc2)c1
46*	0	Cc1ncn(-c2ccc(Nc3nccc(-c4ccc(N5CCC(O)CC5)nc4)n3)cc2)n1
-6	-9	CCCNC(=O)c1cc(Nc2ccnn2C)nc2ccccc12
6	0	CC(C)N(CCNC(=O)c1csc(N2CCCC2CO)n1)C(C)C (stereo unspecified)
39	-16	CCCNc1cc(Nc2ccncc2)ncn1
